Screens as filed in PubChem BioAssay.
AMA1-RON2 inh: inhibitors of Plasmodium falciparum AMA1-RON2 interaction; AlphaScreen AMA1-biotinylated RON2 peptide binding; Potency, µM (titrated, usually from 58.2 µM), for inactives: top-dose activity change, negative = inhibition, usual class: inhibitors; hit rate 0.2% among 360,000; AID 720542;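 also: potency is read from the fitted curve at half-maximal effect; 0% = vehicle wells and -100% = peptide control; nearly all actives have a fitted effect of over 45% in size; some results filed as inactive show a strong effect at the top dose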
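AMA1 (3D7) with his tag at 25 nM final met compounds first, then biotinylated RON2 peptide at 25 nM; detection used donor plus acceptor beads, 10 µg/mL apiece, read by AlphaScreen after 30 min at room temperature.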
LmPK inh: inhibitors of Leishmania mexicana pyruvate kinase | hit rate 0.37% among 290,000 | AID 1721 | Q27686 | Potency, µM (doses to about 57.5 µM), for inactives: at the top dose activity change, negative = inhibition, hits mostly inhibitors | purified LmPK, Kinase-Glo ATP luminescence, 1 h; also: potency is read from the fitted curve at half-maximal effect; % is scaled to controls: 0 for no effect and ±100 for the full control effect
Target sequence (Q27686 whole entry, looked up): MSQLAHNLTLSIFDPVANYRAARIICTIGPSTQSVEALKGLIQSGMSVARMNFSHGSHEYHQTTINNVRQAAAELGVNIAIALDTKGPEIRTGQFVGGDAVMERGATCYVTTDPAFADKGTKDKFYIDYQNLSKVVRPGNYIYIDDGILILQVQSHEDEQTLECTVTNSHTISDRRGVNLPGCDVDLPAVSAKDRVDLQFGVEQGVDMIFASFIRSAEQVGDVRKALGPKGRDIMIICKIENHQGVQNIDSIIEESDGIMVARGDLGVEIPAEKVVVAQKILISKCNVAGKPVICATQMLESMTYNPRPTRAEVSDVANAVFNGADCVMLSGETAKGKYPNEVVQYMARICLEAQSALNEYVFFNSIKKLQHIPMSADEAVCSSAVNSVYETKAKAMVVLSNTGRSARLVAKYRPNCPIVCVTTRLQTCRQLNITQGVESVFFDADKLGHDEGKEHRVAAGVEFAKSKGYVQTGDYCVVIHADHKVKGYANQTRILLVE
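Screened at intermediate enzyme activity to detect both inhibitors and activators: LmPK at 0.1 nM, with a 0.5 nM enzyme column as activation reference. PEP 0.5 mM, ADP 0.1 mM; ATP detected by luminescence after 1 h.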
Cycloheximide cs: counter-screen hit for Shiga toxin inhibitors, cycloheximide; hit rate 12% among 300,000; max response, %; cell reporter, cycloheximide protein synthesis inhibition counterscreen; in the data active = max response mostly above about 13%, no sharp cut-off; inactive = mostly below about 14%; also: read at 38.3 µM for the half of the compounds with a filed dose; 0% is about no effect
Pf growth 96h: inhibits malaria parasite growth, 96 h; Potency, µM (top dose mostly 28.7 µM), without a hit: at the top dose activity change, negative = inhibition, most hits filed as inhibitors; hit rate 6.9% among 320,000; P. falciparum luciferase reporter growth, 96 h; also: potency is read from the fitted curve at half-maximal effect; % is scaled to controls: 0 for no effect and ±100 for the full control effect
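Erythrocytes infected with luciferase-expressing P. falciparum were dispensed at 2% hematocrit and 0.05% parasitemia (final), then incubated with compounds 96 hours at 37 C in 5% CO2. Luminescence after detection reagent addition reported growth.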
Shiga inhibitor: blocks Shiga toxin action in Vero cells; Vero cells, Shiga toxin protein synthesis inhibition reporter; inhibition, % at 38.7 µM; hit rate 9.2% among 290,000; AID 2315; in the data active = inhibition mostly above about 28%, no sharp cut-off; inactive = mostly below about 43%; also: 0% is about no effect
Pf growth 48h: P. falciparum growth inhibition at 48 hours (one generation); Potency, µM (series often up to 28.7 µM), for inactives: top-dose activity change, negative = inhibition, hits mostly inhibitors; AID 504832; P. falciparum luciferase growth in erythrocytes, 48 h; hit rate 5.9% among 310,000; also: potency is read from the fitted curve at half-maximal effect; % is scaled to controls: 0 for no effect and ±100 for the full control effect
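In quantitative HTS format, infected erythrocytes bearing luciferase-reporter parasites were treated for a single generation at 37 C. Luminescence after adding detection reagent served as the growth measure.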
Tb PYK inh: T. brucei pyruvate kinase inhibition | Q57TT1 | TbPYK enzyme, Kinase-Glo Plus ATP luminescence, 45 min | Potency, µM (series often up to 76.8 µM), for the others: top-dose activity, negative = inhibition, usual class: inhibitors | hit rate 0.12% among 410,000; also: potency is read from the fitted curve at half-maximal effect; % is scaled to controls: 0 for no effect and ±100 for the full control effect; nearly all actives have a fitted effect of over 50% in size
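Quantitative HTS: titrated library compounds versus trypanosomal pyruvate kinase in TEA buffer (pH 7.2) containing KCl, MgCl2, BSA and Tween-20. Reactions were initiated with ADP, 130 uM final. Kinase-Glo Plus luminescence was read after 45 min at RT.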
Active calls of the source: *; i = inactive; u = inconclusive; x = no result given; [ ] = remark or other dose. Unless noted, calls follow the shape of the dose curve; as a rule, active = well fitted curve in the direction sought with a large enough effect; inconclusive = small, poorly fitted or top-dose-only effect, or another doubt; inactive = no such curve, though single readings can be large; an effect the other way counts as inactive or inconclusive.

Compound	Shiga inhibitor	Cycloheximide cs	AMA1-RON2 inh	Tb PYK inh	Pf growth 48h	Pf growth 96h	LmPK inh
Cn1cnnc1SCC(=O)Nc1cccc(S(=O)(=O)N2CCCCCC2)c1	-7	-3	-12%	1%	-18%	u	-1%
CC(C)n1nnnc1SCC(=O)N1CCOCC1	-1	1	-22%	2%	5%	13µM*	-2%
C/C=C/C=C/C(=O)[C@@H]1[C@@H]([C@]2(C)OC(=O)C(C)=C2O)[C@H]2/C(=C(O)/C=C/C=C/C)C(=O)[C@]1(C)C(=O)C2(C)O (some centres not stated)	1	-5	-17%	-22%	-25%	7.4µM*	18%
Cc1c(Cl)cccc1NC(=O)c1ncn[nH]1	-6	-1	-2%	3%	3%	27%	-5%
Cc1cc(C(=O)OC(C)C(=O)NC2CCCCC2)c(C)o1 (configuration not stated)	x	x	-17%	0%	-19%	-22%	x
COc1cc(/C=N/NC(=O)c2cccc(S(=O)(=O)N3CCOCC3)c2)cc(OC)c1O	-3	9	46%[activator]	-11%	-11%	3%	-2%
CS(=O)(=O)Cc1ccc(C(=O)N(CCc2ccccc2)Cc2ccccc2)cc1	11	-2	-9%	6%	-10%	-13%	2%
Cc1cccc2cc(CNC3CCCC3)c(Cl)nc12	11	8	-8%	3%	9%	18%	-4%
CCC(=O)Nc1ccc(-n2nnnc2SCC(=O)NNC(=O)c2ccco2)cc1	2	1	12%	-5%	95%[activator]	11%	0%
O=C(CN1CCOCC1)Nc1nc(-c2ccc3c(c2)CCN3S(=O)(=O)c2ccccc2)cs1	-15	8	10%	-3%	2.1µM*	x	2%

6 compounds picked at random from those above, as already listed:
Compound	Shiga inhibitor	Cycloheximide cs	AMA1-RON2 inh	Tb PYK inh	Pf growth 48h	Pf growth 96h	LmPK inh
Cc1cccc2cc(CNC3CCCC3)c(Cl)nc12	11	8	-8%	3%	9%	18%	-4%
CCC(=O)Nc1ccc(-n2nnnc2SCC(=O)NNC(=O)c2ccco2)cc1	2	1	12%	-5%	95%[activator]	11%	0%
CC(C)n1nnnc1SCC(=O)N1CCOCC1	-1	1	-22%	2%	5%	13µM*	-2%
Cc1cc(C(=O)OC(C)C(=O)NC2CCCCC2)c(C)o1 (configuration not stated)	x	x	-17%	0%	-19%	-22%	x
Cn1cnnc1SCC(=O)Nc1cccc(S(=O)(=O)N2CCCCCC2)c1	-7	-3	-12%	1%	-18%	u	-1%
COc1cc(/C=N/NC(=O)c2cccc(S(=O)(=O)N3CCOCC3)c2)cc(OC)c1O	-3	9	46%[activator]	-11%	-11%	3%	-2%

(list continues)
Compound	Shiga inhibitor	Cycloheximide cs	AMA1-RON2 inh	Tb PYK inh	Pf growth 48h	Pf growth 96h	LmPK inh
O=C(CSc1nnc(CNC(=O)c2ccccc2)o1)NCc1ccco1	-2	-4	13%	0%	30%[activator]	48%[activator]	-5%
COc1ccc2c(c1)C1(Nc3ccccc3C(=O)N1c1ccccc1)C(=O)N2 (configuration not stated)	-1	2	2%	-1%	u	-14%	-1%
Fc1ccc(-c2nc3ccncc3[nH]2)cc1	28	23*	25%	-19%	x	u	u
COC(=O)c1sccc1NC(=O)/C=C/c1ccc(Cl)cc1Cl	-5	-2	-10%	-6%	60%[activator]	u	-13%
CCOC(=O)N1CCN(C(=O)c2cc3c(=O)n4cccc(C)c4nc3s2)CC1	-3	-7	-6%	0%	-15%	6%	-5%
O=C(O)CCCC(=O)Nc1ccn(-c2ccccc2)n1	-4	-5	-13%	-29%	11%	9%	-4%
Cn1cnc2c1c(=O)[nH]c(=O)n2Cc1ccccc1	5	-3	5%	1%	-16%	u	-2%
COc1ccccc1-n1c(SC)nc(O)cc1=O	14	-3	-1%	-6%	x	-1%	-2%
CCCCCCn1c(-c2ccco2)nc2oc3cc(OC)ccc3c(=O)c2c1=O	6	1	-2%	-29%	5.2µM*	u	-5%
CC(C)(C)C1CCc2c(C(=O)NNC(=O)/C=C/C(=O)O)csc2C1 (configuration not stated)	18	6	100%[activator]	-14%	5%	39%[activator]	1%
COc1ccc(N2CCN(Cc3nc(Cc4cccc(F)c4)no3)C(C)C2)cc1 (configuration not stated)	5	-4	-14%	-17%	0%	u	2%
COc1ccccc1N1CCN(C(=O)c2cccc(S(=O)(=O)NCc3cccnc3)c2)CC1	x	x	11%	-16%	u	u	x
CCn1nc(/C=C/c2ccccc2)nc2c(=O)n(C)c(=O)nc1-2	29	11	11%	-10%	-3%	12µM*	5%
COc1nccnc1NS(=O)(=O)c1ccc(NC(=S)NC(=O)c2cccc(F)c2)cc1	-11	-6	4%	-2%	-1%	15%	-7%
O=[As](O)(O)c1ccc(N=Nc2ccc(O)cc2)cc1	-5	-5	-6%	-2%	u	2.9µM*	-7%
CCn1c(=O)cc(SCC(=O)NCCC2=CCCCC2)c2ccccc21	-6	1	4%	-1%	-1%	-7%	-1%
COc1cccc(-c2nnc(SCC(=O)OC(C)C)n2Cc2ccco2)c1	-15	-5	13%	-28%	-3%	7.4µM*	-3%
CC(C)CC(=O)Nc1ccc([N+](=O)[O-])cc1Cl	-9	-1	4%	-1%	19%	-14%	0%
O=C(CCNS(=O)(=O)c1cccc2nsnc12)N1CC(=O)N(CCc2ccccc2)C(=O)C1	-30	-3	-6%	8%	9%	63%[activator]	1%
COC(=O)c1ccc(COC(=O)c2ccc(-n3cnnn3)cc2)o1	16	4	u	7%	u	u	0%

Three entries from above, arranged by number of heavy atoms, smallest number first:
Compound	Shiga inhibitor	Cycloheximide cs	AMA1-RON2 inh	Tb PYK inh	Pf growth 48h	Pf growth 96h	LmPK inh
O=[As](O)(O)c1ccc(N=Nc2ccc(O)cc2)cc1	-5	-5	-6%	-2%	u	2.9µM*	-7%
COc1cccc(-c2nnc(SCC(=O)OC(C)C)n2Cc2ccco2)c1	-15	-5	13%	-28%	-3%	7.4µM*	-3%
COc1ccccc1N1CCN(C(=O)c2cccc(S(=O)(=O)NCc3cccnc3)c2)CC1	x	x	11%	-16%	u	u	x

More compounds.
Compound	Shiga inhibitor	Cycloheximide cs	AMA1-RON2 inh	Tb PYK inh	Pf growth 48h	Pf growth 96h	LmPK inh
Cc1ccnc(NC(=O)COC(=O)c2ccc(F)cc2F)n1	-8	-2	-22%	4%	44%[activator]	56%[activator]	-4%
COc1ccc(C(C(=O)NC2CCCCC2)N(C(=O)c2ccccn2)c2cccnc2)cc1 (configuration not stated)	-19	-2	-7%	0%	18%	141%[activator]	-4%
CC(C)C(C(=O)NC1=NCCS1)c1ccc(Cl)cc1 (configuration not stated)	-5	6	-11%	5%	3.7µM*	u	5%
COc1ccc(C(c2nnnn2Cc2cccs2)N2CCN(c3ccccc3)CC2)cc1OC (configuration not stated)	21	-2	u	-5%	15µM*	u	2%
COc1cc(OC)cc(C(=O)OCC(=O)c2ccc(S(=O)(=O)N3CCCCC3)cc2)c1	x	x	1%[11.6 µM]	-8%	u	u	x
Nc1ccccc1Sc1cc(Cl)nnc1Cl	2	1	-9%	-1%	u	u	1%
O=c1c2ccccc2nc2n1CCCN2	-10	9	-4%	2%	-4%	87%[activator]	5%
O=C(NCCN1C(=O)S/C(=C\c2ccc(Cl)c([N+](=O)[O-])c2)C1=O)C1=COCCO1	x	x	7%	-14%	-8%	u	x
O=C(Cn1nnc2ccccc2c1=O)Nc1ccc(S(=O)(=O)N2CCOCC2)cc1	-9	-2	1%	-4%	20%	-12%	2%
CCN1CCN(C(=O)CN(c2ccc(C)cc2)S(C)(=O)=O)CC1	-5	-2	-6%	-4%	15%	2%[5.75 µM]	-2%
Cc1cccc(COc2coc(CN3CCN(C(=O)c4ccco4)CC3)cc2=O)c1	x	x	0%	3%	u	12µM*	x
COc1cc2c(cc1OC)CN(C(=O)c1cc(=O)c3ccccc3o1)CC2	16	6	-4%	-5%	x	u	20%
C=CCOc1c(Br)cc(CNn2nnnc2N)cc1OC	-11	-2	-4%	8%	5%	-22%	9%
CCc1ccc(NC(=O)C(C)OC(=O)c2ccc(N3CCCC3)c([N+](=O)[O-])c2)cc1 (configuration not stated)	-14	-1	-2%	-4%	0%	-17%	2%
O=C(COC(=O)c1ccc(-n2cnnn2)cc1)Nc1cc(Cl)ccc1F	x	x	1%	-8%	22%	7%	x
Cc1ccc(C)c(NC(=O)CN2C(=O)CNC2=O)c1	-4	-1	6%	0%	0%	x	-7%
CC(C)[C@H](NC(=O)OCc1ccccc1)C(=O)OCc1ccccc1	25	-5	3%	-7%	12%	19%	0%
COc1ccc(C2c3ccc(O)cc3Oc3ncn4nc(-c5ccncc5)nc4c32)cc1OC (configuration not stated)	-6	-1	13%	-6%	1.3µM*	3.3µM*	-3%
O=C(COC(=O)c1ncc(Cl)c(Cl)c1Cl)NC1CCS(=O)(=O)C1 (configuration not stated)	x	x	-22%	-3%	u	2%	x
O=C(Nc1ccccc1C(=O)NCc1ccco1)c1ccco1	-15	9	3%	-5%	3%	x	7%
O=C(OCc1c(F)cccc1Cl)c1cnc2ccccc2n1	16	-2	-4%	-2%	24%	33%[activator]	-2%
Cc1ccccc1OCCC(=O)Nc1ccc2c(C)cc(=O)oc2c1	-23	15	-4%	4%	3%	2%	-13%
CSc1ccccc1NC(=O)CSc1nnnn1-c1ccccc1SC	-12	-2	8%	1%	-4%	x	9%
COc1ccccc1NC(=S)Nc1cccc2cnccc12	-3	-4	5%	-17%	5%	0%	-2%
CCc1cccc(C)c1NC(=O)C1=C(C(=O)O)CCCC1	-8	10	0%	10%	-3%	19%	0%
CC1CCN(S(=O)(=O)c2ccc3c(c2)c(=O)c(C(=O)NCc2ccco2)cn3C)CC1	-4	-1	-6%	-6%	u	15µM*	2%
O=C(O)c1cc(N/N=C/C=C/c2ccccc2)ccc1Cl	172*	40*	6%	-12%	i	x	10%
COc1cc(/C=N/Nc2nc(C)cc(C)n2)ccc1OC(=O)c1ccco1	-7	8	29%	-2%	2%	u	-1%
O=C(COc1ccc(Br)cc1F)N1CCN(c2ncccn2)CC1	-12	-1	0%	-3%	u	u	0%
O=C(CSc1ncnc2ccccc12)Nc1ccc(N2CCOCC2)cc1	13	-4	x	x	14%	3%	3%
